Screens as filed in PubChem.
hcGAS lum: Primary biochemical luminescence assay for human cyclic GMP-AMP synthase inhibitors | Q8N884 | 290,000 compounds, 0.081% hits | inhibition, % at 12.5 µM | AID 1259398, 2018 | recombinant h-cGAS, ATP depletion, Kinase-Glo luminescence;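 further: 0% = vehicle reaction and 100% = reaction without DNA for no activity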
Target sequence (Q8N884 whole entry, looked up): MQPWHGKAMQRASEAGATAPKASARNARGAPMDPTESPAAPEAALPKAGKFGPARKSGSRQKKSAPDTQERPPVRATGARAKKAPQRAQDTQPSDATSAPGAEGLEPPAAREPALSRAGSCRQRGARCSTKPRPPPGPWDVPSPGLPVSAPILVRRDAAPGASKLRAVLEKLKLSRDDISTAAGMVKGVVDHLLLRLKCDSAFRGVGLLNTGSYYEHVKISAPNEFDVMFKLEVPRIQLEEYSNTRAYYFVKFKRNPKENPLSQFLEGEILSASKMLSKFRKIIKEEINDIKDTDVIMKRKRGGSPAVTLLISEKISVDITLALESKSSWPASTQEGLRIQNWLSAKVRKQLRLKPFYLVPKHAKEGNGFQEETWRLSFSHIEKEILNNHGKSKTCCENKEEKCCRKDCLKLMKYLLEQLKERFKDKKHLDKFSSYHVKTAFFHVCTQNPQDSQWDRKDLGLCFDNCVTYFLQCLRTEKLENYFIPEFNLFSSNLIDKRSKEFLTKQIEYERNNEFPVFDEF
mcGAS inh: cyclic GMP-AMP synthase inhibitors, mouse, primary biochemical chemiluminescence | Q8C6L5 | recombinant cGAS, Kinase-Glo ATP depletion luminescence | inhibition, % at 12.5 µM | 160,000 compounds, 0.15% hits | AID 1259399, 2018;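 further: 0% = negative control wells and 100% = reference inhibitor with no enzyme activity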
NPYLR7 ag: agonists of mosquito NPYLR7 receptor, primary screen, cell-based, Aedes aegypti, calcium fluorescence, mosquito biting behavior; Aedes aegypti neuropeptide Y-like receptor 7 (NPYLR7); HEK293T NPYLR7/Galpha15, GCaMP6s calcium fluorescence; activation, % at 10 µM; 270,000 compounds, 0.15% hits; in the data active means activation above about 40%;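 further: 0% = vehicle and 100% = reference agonist at the receptor; some compounds past the cut are filed as inactive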
* marks the source's active call; other numbers are inactive results; / = no result given. Unless noted, no stated cut-off is given here; in the data, active means inhibition above about 40%; inactive means the rest. This is a random part of the collection, and some 0.26% of all compounds hit somewhere here.

The opening 2 entries as a preview:
SMILES	hcGAS lum	mcGAS inh	NPYLR7 ag
Cc1nc(N(C)C2CCCCC2)ncc1C(C)NC(=O)c1ccoc1C (stereo not given)	-7	/	3
C=C(Br)CNC(=O)[C@@H](NC(=O)N1CCCC1)C(C)CC (stereo not given in full)	-18	/	4

Main list, previewed entries included:
SMILES	hcGAS lum	mcGAS inh	NPYLR7 ag
Cc1nc(N(C)C2CCCCC2)ncc1C(C)NC(=O)c1ccoc1C (stereo not given)	-7	/	3
C=C(Br)CNC(=O)[C@@H](NC(=O)N1CCCC1)C(C)CC (stereo not given in full)	-18	/	4
CCCCC(=O)Nc1ccc(-n2nc(OCC(C)C)nc2-c2ccc(C)cc2)cc1	-3	-6	9
CC(=O)Oc1ccccc1Cn1c(C)c(C(=O)NCc2cccc(C)c2)sc1=O	-6	/	7
Cc1cccc(C2c3cccn3-c3ccccc3N2C(=O)CN(C(=O)Nc2ccc(F)c(Cl)c2)C2CC2)c1 (stereo not given)	-12	-6	/
Cc1ccc(CN(Cc2ccc(F)cc2)C(=O)CN(CCN2CCCC2)C(=O)C2CCCC2)s1	-2	-5	7
O=C(N1CCc2ccc(S(=O)(=O)N3CCC(n4c(=O)[nH]c5ccccc54)CC3)cc2C1)C(F)(F)F	-11	/	-6
CCCCCc1ccc(C(=O)Nc2ccc(N3CCCC3)c(C(=O)NCCCOCC)c2)cc1	4	0	-3
NCC1CN(c2cccc(Cl)c2)C(=O)O1 (stereo not given)	0	/	-4
CCOC(=O)c1cc(-c2ccc(N3CCN(C(=O)c4cc(C)nn4C)CC3)cc2)n(-c2ccccc2OC)n1	-3	-3	21
CS(=O)(=O)c1ccc(CC(=O)N(Cc2ccccn2)c2nc3ccc(Cl)cc3s2)cc1	-14	/	5
COc1cccc(/C=C2/SC(=S)N(C(C)C(=O)O)C2=O)c1 (stereo not given)	-4	-3	-8
Cc1nnc(NC(=O)c2ccccc2[N+](=O)[O-])s1	-6	-6	-2
CCOc1ccc(-n2nnc(C(=O)OCc3ccccc3)c2C)cc1	-7	-8	8
Cc1c(NC(=O)C(C)NCC2CCCO2)c(=O)n(-c2ccccc2)n1C (stereo not given)	-7	-12	1
COc1ccc2[nH]cc(C3CCN(C(=O)c4sc(Cl)c(Cl)c4Cl)CC3)c2c1	-4	-6	6
CS(=O)(=O)Cc1ccc(N2CCC(N3CCCC3=O)CC2)nc1	-6	/	-1
COc1ccc(-c2cc(=O)[nH]c(SCC(=O)Nc3oncc3-c3ccc(C)cc3)n2)cc1	-4	-5	1
Nc1nc(Nc2ccccc2F)nc(NCc2ccco2)c1[N+](=O)[O-]	-5	/	12
CCCc1cc(C(=O)N2CCNCC2C(=O)NCc2ccccn2)ccn1 (stereo not given)	4	/	-2
CN1CCOC(CCNC(=O)Cc2ccc3c(c2)NC(=O)CO3)C1 (stereo not given)	-7	-9	/
O=C(C1CCC1)N(Cc1ccccc1Cl)CC1CC(c2ccc(F)cc2)=NO1 (stereo not given)	-2	-4	17
CCC(=O)Nc1ccc(S(=O)(=O)NCC2CCN(Cc3ccco3)CC2)c(C)c1	4	/	3
Cc1nc(C(=O)NCc2ccc(N(C)C)cc2)nn1-c1ccc(F)cc1	-8	-15	8
COCc1nc(-c2ccc(CN3CCN(C(=O)c4cccc5cc[nH]c45)CC3)cc2)no1	-4	-8	11
COc1ccc(-n2c(SCC(=O)c3ccccc3)nc3c(c2=O)SCC3)cc1	7	-2	-1
COc1ccc(C2(C)N(O)C(C)C(c3cccs3)=[N+]2[O-])cc1 (stereo not given)	0	/	-5
CN1C(=O)c2cccc(NC(=O)c3ccc(S(=O)(=O)N(C)CC4CCCO4)cc3)c2C1=O (stereo not given)	5	/	-6
CC1(C)OCC(CNC(=O)CNC(=O)c2ccc(NC3OC(C4COC(C)(C)O4)[C@@H]4OC(C)(C)O[C@H]34)cc2)O1 (stereo not given in full)	1	1	-1
CCc1c(C)[nH]c(=S)c(C#N)c1C	-1	-4	0
CC(=O)Nc1ccc(-c2ccc(S(=O)(=O)N(C)C(C)C)cc2)cc1	-12	-8	0
CCCc1[nH]n(-c2ccc(Cl)cc2)c(=O)c1/C=C1\NC(=O)N(Cc2ccc(C)cc2)C1=O	-3	-8	45*
Cc1sc2nc(CN3CCOCC3)nc(NC3CCN(S(C)(=O)=O)CC3)c2c1C	-6	-7	5
COc1ccccc1-c1onc(C)c1C(=O)NCc1cccc(Cl)c1	-8	-5	2
O=C(Nc1cccc(-c2cccc(-c3ccc(F)cc3)n2)c1)c1ccc(C(F)(F)F)cc1F	-2	2	-4
Cc1csc(Sc2nc3c(c(=O)[nH]c(=O)n3C)n2Cc2ccccc2Cl)n1	-9	/	1
COc1ccc(N=Nc2c(N)[nH]n(-c3ccccc3)c2=O)cc1	-5	-7	-8
Cc1c(S(=O)(=O)CCNC(=O)Nc2ccccc2C#N)c2ccccc2n1Cc1ccc(F)cc1	1	/	3
CCN(C(=O)COC1CCCC(C)C1)C(C)c1cccc(O)c1 (stereo not given)	-3	/	-4
O=C(CN1C(=O)c2ccccc2C1=O)N1CCCC(CO)(CCOc2ccccc2)C1 (stereo not given)	-4	/	8
CC(C)C(=O)Nc1ccc(N(C)C)c(CN(C(=O)c2cccc(F)c2)C2CCCCC2)c1	-4	-5	12
CCCCCn1c(=O)c2c(nc3n2CC(C)CN3c2ccccc2)n(C)c1=O (stereo not given)	-6	-5	-1
Cc1ccnc2cc(Cl)c(Cl)cc12	1	/	-7
COc1cccc(C(=O)NC(C(=O)N2CCCC2)C2CCN(S(=O)(=O)c3ccc(Cl)cc3)CC2)c1 (stereo not given)	-3	-6	13
COCc1nnc(C(=O)N2CCCC(Cc3nc4ccccc4[nH]3)C2)o1 (stereo not given)	-3	/	5

Taken from above:
Cc1csc(Sc2nc3c(c(=O)[nH]c(=O)n3C)n2Cc2ccccc2Cl)n1 – NPYLR7 ag = 1
COc1ccc(N=Nc2c(N)[nH]n(-c3ccccc3)c2=O)cc1 – NPYLR7 ag = -8
O=C(Nc1cccc(-c2cccc(-c3ccc(F)cc3)n2)c1)c1ccc(C(F)(F)F)cc1F – hcGAS lum = -2

(listing goes on)
SMILES	hcGAS lum	mcGAS inh	NPYLR7 ag
O=C(c1cccs1)C1C(c2ccc(Cl)cc2)NC(=S)NC1(O)C(F)(F)F (stereo not given)	-1	-2	15
c1nc2nc3c(c(N4CCC(N5CCOCC5)CC4)n2n1)CCC3	-7	-6	4
C=CCN1CCc2ccccc2N(CC(C)(C)O)CCC1=O	0	-5	14
O=C(C(=O)N1CCCC(N2CCN(c3cccc(C(F)(F)F)c3)CC2)C1)c1ccccc1 (stereo not given)	1	0	10
Cc1nc([N+](=O)[O-])c(Sc2nc3ccccc3n2C)n1Cc1ccccc1	-4	/	0
CN(C)CCCN(CC1CCN(C2Cc3ccccc3C2)CC1)C(=O)C1=CCCCC1	-7	-10	2
CCC(=O)NCCc1csc2nc(-c3cccc(C)c3)nn12	0	-7	2
CCCSc1ncccc1C(=O)NC1CCC(C(C)(C)C)CC1 (stereo not given)	-4	-4	-6
COc1cc(C=CC(=O)N2CCCC2c2ccc3c(c2)OCCO3)cc(OC)c1 (stereo not given)	5	1	0
Cc1cccc(NC(=O)C(C)(C)Oc2ccc(Cl)cc2)c1	-12	/	2
NS(=O)(=O)c1cc([N+](=O)[O-])ccc1Nc1ccc(F)cc1	-6	/	18
N#CCCN(Cc1ccc(F)cc1Cl)CC(F)(F)F	-7	/	11
Cc1ccc(Nc2cc([Se]c3ccccc3)c(N)c3c2C(=O)c2ccccc2C3=O)cc1	4	-7	-2
CCn1nc(-c2nc3c([nH]2)CC(C)(C)CNC3=O)c2ccccc21	-5	-12	20
Cc1ccc(C(=O)O)cc1NC(=O)c1ccccc1F	-17	/	10
CCn1nc(C)c(NC(=O)CNCCS(=O)(=O)N(C)C)c1C	-2	-18	26
Cc1ccc(COc2cn(CC(=O)NCCc3ccccc3)c(CO)cc2=O)cc1	-9	-5	2
COCc1cccc(NC(=O)c2ncn[nH]2)c1	9	/	7
O=C(c1nn(-c2ccccc2F)cc1O)N1CCCCCC1	-10	/	-22
Cc1cc(C(F)(F)F)nc(CCNC(C)Cn2nc(C)cc2C)n1 (stereo not given)	-6	/	2
CCc1nc2c(OCCn3cccc3)cccn2c1N(C)C(=O)c1ccc(OC)cc1	-2	-4	-7
O=C(Nc1ccc(Oc2ccccc2)cc1)N1CC(=O)N2CCc3c(F)cccc3C2C1 (stereo not given)	-8	-8	0
COc1ccc(OCCN(C)S(=O)(=O)c2ccc3c(c2)CCC3)cc1	2	/	0
CC1CN(CC(=O)Nc2ccc(C(C)C)cc2)CC(C)O1 (stereo not given)	-4	/	5
CN(Cc1ccc(Br)cc1)C(=O)c1ccc(N(C)C)nc1	-1	/	8
Cc1ccc(C(=O)NCCc2nnc3ccc(SCC(=O)Nc4ccc(Cl)cc4)nn23)cc1	-4	-6	1
CCC(=O)Nc1nnc(SCc2cccc([N+](=O)[O-])c2)s1	-5	-3	10
CC(CC1=CCCN(C)C1)NC(=O)c1ccnc(Cl)c1 (stereo not given)	-4	/	0
COc1cccc(NC(=O)C2(C)CCN2C(=O)C2CCCCC2)c1 (stereo not given)	-10	/	5
CC(C)c1ccc(C2(O)CCC(=O)CC2)cc1	-7	-14	1
CCOc1ccc(-n2c(SCC(=O)c3ccc(Cl)cc3)nc3c(c2=O)SCC3)cc1	-4	-7	1
Cc1nc2n(n1)C(=O)C(C(c1ccco1)N1CCN(c3ccccc3)CC1)S2 (stereo not given)	-6	-9	-5
CCOC(=O)c1ccc(NC(=O)CSc2nc(=O)n(CCCN(CC)CC)c3c2CCC3)cc1	2	0	-1
[O-][n+]1onc2c1CCc1c-2nn(-c2ccccc2)[n+]1[O-]	-5	/	-9
CCc1sc(C(=O)N2CCC(S(=O)(=O)NC)CC2)cc1C	-3	/	1
CN(CC(=O)Nc1ccc(Cl)cc1F)Cc1ccccc1Cl	-1	/	-4
CN(C(=O)C1CCN(Cc2cccc(Cl)c2)CC1)C(c1ccc(F)cc1)c1ccccn1 (stereo not given)	-2	-2	4
Cn1c(=O)c2c(nc(N3CCCCC3)n2Cc2ccccc2Cl)n(C)c1=O	-3	/	9
CCOC1OC(COC(C)=O)C(OC(C)=O)C(OC(C)=O)C1NC(C)=O (stereo not given)	-9	/	3
Cc1c(/C=C2\C(=O)N(C(c3ccccc3)c3ccccc3)C(=S)N2C)c(=O)n(-c2ccccc2)n1C	-7	-6	3
NC(Cc1ccc(O)cc1)C(=O)O (stereo not given)	-10	/	0
CCOc1ccccc1N1CCN(C(=O)c2cccc(C)c2)C(C)C1=O (stereo not given)	-7	-4	18
CC(Oc1ccc(Cl)cc1Cl)C(=O)NCCn1nc(-c2cccnc2)ccc1=O (stereo not given)	-6	/	1
Cc1ccn2c(=O)nc(SCc3ccc([N+](=O)[O-])cc3)nc2c1	-6	-6	2
CC(C)CCN1CCNC(=O)C1CC(=O)N1CCC(CN2CCOCC2)CC1 (stereo not given)	-3	/	10

Fetched one by one from above (2):
SMILES	hcGAS lum	mcGAS inh	NPYLR7 ag
CC(C)CCN1CCNC(=O)C1CC(=O)N1CCC(CN2CCOCC2)CC1 (stereo not given)	-3	/	10
CCOC1OC(COC(C)=O)C(OC(C)=O)C(OC(C)=O)C1NC(C)=O (stereo not given)	-9	/	3

(list continues)
SMILES	hcGAS lum	mcGAS inh	NPYLR7 ag
Cc1cccc2oc(=O)n(C3CCN(C(=O)C4CCCC4)CC3)c12	-10	-9	1
Cc1nc2nc(N)nn2c(C)c1CCC(=O)OC(C)C(=O)NC1CCCC1 (stereo not given)	-8	/	7
CCN(CC)CCNc1c([N+](=O)[O-])c(=O)n(CC)c2ccccc12	10	/	14
CCC(NC(=O)c1c[nH]c2ccccc12)c1ccc(C)cc1 (stereo not given)	-4	/	1
Cc1ccc2c(c1)C(CC(=O)N1Cc3cnn(CCO)c3C1)C(=O)N2 (stereo not given)	-4	/	9
Cc1ccccc1C(=O)Nc1nnc(SCc2cc(F)ccc2F)s1	0	0	-3
COCCn1nc2n(c1=O)CCC1(CC2)CCN(C(=O)c2sc(C)nc2C)CC1	-9	-5	/
CCc1nc2ccc(C(=O)N3CCN(c4ccccc4)CC3)cn2c1N(CC)CCOC	-11	-5	-3
COc1ccc(C(=O)N(Cc2cc(NC(=O)c3cccc(F)c3)ccc2N(C)C)CC2CCCO2)cc1 (stereo not given)	-6	-5	5
Fc1ccccc1C1c2cccn2CCCN1Cc1ccncc1 (stereo not given)	-7	-6	15
O=C(CN1CCN(CCO)CC1)Nc1ccccc1[N+](=O)[O-]	-5	/	-3
FC(F)(Cl)c1cc(-c2ccccc2)nc2[nH]c3ccccc3c12	-6	/	6
Cc1cc(NC(=O)N(C2CC2)C(C)C2CC2)ccc1C(N)=O (stereo not given)	-7	/	0
S=c1cc(-c2ccccc2)nc2nc[nH]n12	21	/	0

In a second layout: results already given.
Results follow in this order: hcGAS lum	mcGAS inh	NPYLR7 ag
CCN(CC)CCNc1c([N+](=O)[O-])c(=O)n(CC)c2ccccc12
→ 10	/	14
CCC(NC(=O)c1c[nH]c2ccccc12)c1ccc(C)cc1 (stereo not given)
→ -4	/	1
Cc1ccc2c(c1)C(CC(=O)N1Cc3cnn(CCO)c3C1)C(=O)N2 (stereo not given)
→ -4	/	9
Cc1ccccc1C(=O)Nc1nnc(SCc2cc(F)ccc2F)s1
→ 0	0	-3
COCCn1nc2n(c1=O)CCC1(CC2)CCN(C(=O)c2sc(C)nc2C)CC1
→ -9	-5	/
CCc1nc2ccc(C(=O)N3CCN(c4ccccc4)CC3)cn2c1N(CC)CCOC
→ -11	-5	-3
